# D2 ag: activates the human D2 dopamine receptor. P14416. HEK293 T-REx D2 cells, calcium flux agonist mode. activation, % at 2 µM. 340,000 compounds, 0.53% hits. AID 485358;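 active = activation over 3 SD above normal in the single-dose calcium agonist read, cut at about 30% in these data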; also: 0% is about no effect
# Target sequence (P14416 whole entry, looked up): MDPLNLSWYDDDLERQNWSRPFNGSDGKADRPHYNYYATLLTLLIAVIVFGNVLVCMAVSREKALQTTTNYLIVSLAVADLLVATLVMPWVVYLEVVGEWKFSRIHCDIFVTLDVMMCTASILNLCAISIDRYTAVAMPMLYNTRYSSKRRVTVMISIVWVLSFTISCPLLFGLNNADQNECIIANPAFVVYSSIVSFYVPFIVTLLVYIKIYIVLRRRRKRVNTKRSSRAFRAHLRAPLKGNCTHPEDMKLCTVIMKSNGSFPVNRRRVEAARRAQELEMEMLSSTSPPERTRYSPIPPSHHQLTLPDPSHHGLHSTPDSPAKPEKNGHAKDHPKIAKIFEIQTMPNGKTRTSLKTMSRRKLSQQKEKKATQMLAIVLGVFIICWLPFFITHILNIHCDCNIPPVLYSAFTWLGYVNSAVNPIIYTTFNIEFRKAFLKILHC
#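 In this primary screen, compounds producing a positive calcium signal within 180 s of addition to tetracycline-induced, force-coupled HEK293 Trex D2 cells are flagged; cells are dye-loaded with a no-wash calcium kit beforehand.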
# TRHR enhancer: allosterically enhances the human TRH receptor; P34981; TRHR cells, fluo-8 calcium fluorescence, EC20 TRH enhancement; enhancement, % at 2 µM; 360,000 compounds, 0.66% hits; in the data active = enhancement above about 30%; also: 0% is about no effect
#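 TRHR-expressing cells loaded with fluo-8 calcium dye were read kinetically (ex 480/em 530) during compound addition, then stimulated with an EC20 of TRH (10 nM final). Enhancement of the Gq-mediated intracellular calcium response was scored.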
# D1 ag: agonists of human D1 dopamine receptor; P21728; HEK293 T-REx D1 cells, calcium flux, agonist mode; activation, % at 2 µM; 360,000 compounds, 1% hits; AID 504660; in the data active = activation above about 30%; also: 0% is about no effect
# Target sequence (P21728 whole entry, looked up): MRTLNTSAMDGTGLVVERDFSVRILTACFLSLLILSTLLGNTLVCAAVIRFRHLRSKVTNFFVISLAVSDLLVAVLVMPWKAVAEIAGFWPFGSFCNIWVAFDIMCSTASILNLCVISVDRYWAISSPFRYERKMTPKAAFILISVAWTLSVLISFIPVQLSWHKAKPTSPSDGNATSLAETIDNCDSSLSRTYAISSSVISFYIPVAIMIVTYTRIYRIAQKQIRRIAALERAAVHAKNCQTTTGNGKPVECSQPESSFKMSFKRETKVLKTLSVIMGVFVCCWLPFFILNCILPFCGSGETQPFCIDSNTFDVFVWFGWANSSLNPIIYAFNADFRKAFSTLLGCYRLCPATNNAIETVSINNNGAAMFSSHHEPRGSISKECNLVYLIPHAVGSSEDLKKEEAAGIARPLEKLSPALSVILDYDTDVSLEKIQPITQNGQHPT
#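 Agonism was scored from calcium flux recorded over 180 s (1 read/s) after pintool compound addition, following a 10-cycle baseline. Cells were inducible force-coupled HEK293 TREx D1, plated overnight at 30 C and loaded with no-wash calcium dye.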
# D2 PAM: positively modulates the human D2 dopamine receptor allosterically; P14416; HEK293 T-REx D2, calcium flux, EC20 dopamine potentiation; potentiation, % at 10 µM; 340,000 compounds, 0.34% hits;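 active = potentiation over 3 SD above the plate norm, cut at about 30% in these data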; also: 0% is about no effect
#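 Calcium flux readout, no-wash dye, 1 read/s. Inducible HEK293 Trex D2 line, overnight 30 C. Compound alone 180 s (agonist flags), then EC20 dopamine, another 180 s to score potentiation.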
# D2 antagonist: antagonizes the human D2 dopamine receptor | P14416 | HEK293 TREx D2 cells, calcium flux, dopamine EC80 | inhibition, % at 10 µM | 340,000 compounds, 2% hits; in the data active = inhibition above about 30%; also: 0% is about no effect
#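 Cells plated overnight at 30 C with tetracycline; no-wash calcium dye, 30–90 min RT; 10 s baseline; compound pinned; 180 s read; EC80 dopamine added; another 180 s read.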
# D1 antagonist: antagonists of human D1 dopamine receptor; P21728; activity change, negative = inhibition, % at 10 µM; AID 504652; HEK293 TREx D1 cells, calcium flux, dopamine EC80; hits give low values; 360,000 compounds, 3.2% hits; in the data active = activity change below about -30%; also: % is scaled to controls: 0 for no effect and ±100 for the full control effect
#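 HEK293 T-REx cells expressing inducible, force-coupled D1 receptor; no-wash Ca dye, 30–90 min RT. Cmpd → 180 s read at 1 Hz → EC80 DA → 180 s read.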
# D1 PAM: potentiators of human D1 dopamine receptor; AID 504651; 360,000 compounds, 0.036% hits; potentiation, % at 10 µM; HEK293 TREx D1 cells, calcium flux, dopamine EC20 potentiation; P21728; in the data active = potentiation above about 30%; also: 0% is about no effect
# RXFP1 antagonist: antagonists of human relaxin receptor RXFP1; Q9HBX9; HEK293-RXFP1, relaxin-stimulated cAMP HTRF, 30 min; hits give low values; activity change, negative = inhibition, % at 57.5 µM; 350,000 compounds, 0.59% hits; AID 1259400;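 active = activity change of -60% or lower, but not beyond a set lower limit; inconclusive = change between -60% and -40%, or beyond the set limit; inactive = change above -40%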; also: % is scaled to controls: 0 for no effect and ±100 for the full control effect
# RXFP1 ag: agonists of human relaxin receptor RXFP1 | Q9HBX9 | HEK293T-RXFP1 cAMP TR-FRET, 30 min; response scale: percent of porcine relaxin response, buffer zero | Potency, µM (highest dose often 57.5 µM), for the others: top-dose activation, hits mostly activators | 370,000 compounds, 0.3% hits | AID 2676; active = well fitted activation curve with a large enough effect; inconclusive = small, poorly fitted or top-dose-only effect; also: potency is read from the fitted curve at half-maximal effect; % is scaled to controls: 0 for no effect and ±100 for the full control effect; nearly all actives have a fitted effect of over 60% in size; many of its hits are not listed in these tables
#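 HEK293T cells stably expressing RXFP1 were pretreated with the PDE4 inhibitor Ro 20174, exposed to compounds for 30 min at 37C, lysed, and cAMP was read by TR-FRET. Data normalized to buffer (basal) and 29 nM porcine relaxin (100%).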
# * = called active by the depositor; u = inconclusive; x = not tested or not shown; & = joins results of further samples. The list is partial, so the mix of outcomes need not match the whole.
SMILES,D2 ag,TRHR enhancer,D1 ag,D2 PAM,D2 antagonist,D1 antagonist,D1 PAM,RXFP1 antagonist,RXFP1 ag
Cc1ccc(C)c(Nc2nnc(-n3nc(C)cc3C)c3ccccc23)c1,-0.8,-2.7,5.3,-9.7,x,-14.8,0.6,-1.7,-0.3%
COc1ccc(/C=N/NC(=O)CN(CCc2ccccc2)S(=O)(=O)c2ccc(NC(C)=O)cc2)cc1OC,1.8,0.9,-0.6,1.3,-3.8,-0.8,-0.6,4.9,6.2%
CCOC(=O)N1CCC(NC(=O)c2ccc(N3CCC4(CC3)OCCO4)c([N+](=O)[O-])c2)CC1,0.5,3.5,2.8,11.6,-14.1,8.0,-6.8,-10.1,-0.1%
CCn1c(NCc2ccc(N(C)C)cc2)nc2ccccc21,-0.2,-1.7,4.9,-28.6,11.8,-7.5,2.1,-10.3,-0.4%
COc1cccc(CNC(=O)COC(=O)CCS(=O)(=O)c2ccc(C)cc2)c1,-1.1,-7.4,2.1,-0.5,2.1,-9.6,3.8,-18.0,-0.5%
Cc1[nH]c2ccccc2c1N=Nc1cccc(C(=O)O)c1,-1.3,-13.8,-1.0,-0.7,12.1,-5.9,-4.1,10.6,0.7%
O=C1NC(c2ccc(Cl)cc2)Nc2ccccc21 (stereo not drawn),0.0,-4.2,3.3,-0.6,-0.5,-1.3,-6.7,-11.3,2.1%
CCOC(=O)c1cc(C(C)(C)C)oc1CN,-1.0,6.1,1.6,-1.8,-17.1,-4.2,-10.9,-2.9,3.4%
COc1ccc(CCNC(=O)C(=O)c2cn(CC(=O)N3CCOCC3)c3ccccc23)cc1,-0.1,-0.1,-0.8,10.0,3.5,8.8,0.3,-0.3,-1.1%
COc1ccc(NC(=O)C2=C(C)NC(=O)NC2c2cccs2)c(OC)c1 (stereo not drawn),-1.2,2.0,4.2,-0.3,13.1,-7.8,4.8,-2.0,-0.5%
COc1cccc(CNC(=O)c2cccnc2Sc2ccc(C)cc2C)c1,-0.3,-5.4,8.1,2.0,-0.5,-6.9,-3.5,0.1,-1.8%
COc1ccccc1-c1noc(-c2ccc(NCc3ccccc3)c([N+](=O)[O-])c2)n1,-0.9,-0.3,-1.2,-0.9,x,4.2,3.4,x,18.4%
COC(=O)c1ccccc1NC(=S)NC(=O)c1ccc2c(c1)OCO2,-0.8,5.1,1.7,3.4,-6.0,-3.5,2.6,-14.4,0.1%
CC(C)OCCCNC(=O)C1CCC(=O)N1C(C)C (stereo not drawn),-0.2,2.5,3.3,-3.4,3.2,-17.7,-0.2,23.8,-0.5%
Cc1cc(C)c(S(=O)(=O)NCc2ccc3c(c2)cc(C)n3C)c(C)c1,0.2,4.8,-2.4,5.2,-8.9,-37.0*,-8.3,-0.1,0.8%
CC(=O)c1cccc(OCc2cc(C(=O)N(C)CCc3cnn(C)c3)no2)c1,0.5,-4.5,2.3,15.7,3.7,-5.9,-0.9,1.0,-0.6%
Clc1ccc(-c2c[n+](Cc3ccc(Cl)c(Cl)c3)c3n2CCC3)cc1,-1.0,3.3,5.0,-20.4,40.9*,-1.0,-6.5,x,-0.1%
N=C1/C(=C\c2ccc(Br)o2)C(=O)N=C2SC(CC(=O)N3CCCCC3)=NN12,1.4,16.2,4.4,-3.5,-4.6,10.1,1.1,-16.4,1.4%
Cc1ccc(S(=O)(=O)N(C)c2ccc(OC(=O)CN3C(=O)NC4(CCCC4)C3=O)cc2)cc1C,1.2,6.5,5.3,-3.7,4.8,-11.5,-11.5,-18.3,-2.4%
CN1CCN(NC(=O)Nc2cccc(Cl)c2Cl)CC1,0.0,1.6,0.6,-5.4,10.4,-2.0,-4.4,-12.5,-0.3%
Nc1c(CO)nnn1-c1ccccc1,-1.2,-3.8,8.5,1.5,-13.1,1.9,-3.0,-3.7,-4.6%
CC(=O)N1c2ccccc2C(C)(c2ccccc2)CC1(C)C (stereo not drawn),0.2,-2.6,4.3,-7.2,-3.0,-1.2,16.2,2.6,0.0%
CC(=O)Nn1c(-c2ccccc2)cc2ccccc21,0.4,3.2,10.9,6.4,-7.6,-10.2,-5.0,5.5,1.5%
Cc1ccc(C(C(=O)NC2CCCC2)N2CCCCC2)cc1 (stereo not drawn),2.1,-4.7,0.6,-7.4,-5.2,17.5,1.4,x,2.6%
Cc1ccc(-c2csc(=Nc3cccnc3)n2CCCn2ccnc2)cc1C,0.3,-9.3,9.2,8.6,-9.2,-11.8,-3.0,-6.1,-1.5%
CC1CC(C)CN(c2oc(-c3ccccc3Cl)nc2C#N)C1 (stereo not drawn),0.1,0.4,2.1,-2.8,9.7,4.6,15.3,14.3,2.9%
Nc1nnn(CC(=O)N/N=C/c2ccccc2)n1,-1.5,-5.4,4.6,-2.5,-13.8,-1.8,-0.2,3.3,0.0%
CN1C(=O)c2cccc3c(S(N)(=O)=O)ccc1c23,1.0,2.6,-1.8,-6.2,-24.0,-26.0,-8.2,0.8,14.0%
CCOc1ccc(CCNC(=O)COC(=O)c2nc(Cl)ccc2Cl)cc1OCC,-0.4,0.6,0.5,-3.1,12.8,5.2,6.2,-11.7,-0.5%
COc1cccc(-n2c(SCC(=O)NCc3cccs3)nc3ccccc3c2=O)c1,0.6,-1.7,2.3,2.7,9.8,-3.7,0.0,1.2,0.2%

# 2 records picked at random from those above:
SMILES,D2 ag,TRHR enhancer,D1 ag,D2 PAM,D2 antagonist,D1 antagonist,D1 PAM,RXFP1 antagonist,RXFP1 ag
COc1ccccc1-c1noc(-c2ccc(NCc3ccccc3)c([N+](=O)[O-])c2)n1,-0.9,-0.3,-1.2,-0.9,x,4.2,3.4,x,18.4%
Nc1c(CO)nnn1-c1ccccc1,-1.2,-3.8,8.5,1.5,-13.1,1.9,-3.0,-3.7,-4.6%

# Further structures:
SMILES,D2 ag,TRHR enhancer,D1 ag,D2 PAM,D2 antagonist,D1 antagonist,D1 PAM,RXFP1 antagonist,RXFP1 ag
NNC(=O)c1sc2cc(C(F)(F)F)cnc2c1-c1cccnc1,-1.2,-2.5,0.1,3.2,0.0,-21.0,2.6,-2.0,4.6%
O=C(CSCc1nc2c(nnn2Cc2ccc(F)cc2)c(=O)[nH]1)Nc1cccc(C(F)(F)F)c1,-0.2,-4.1,0.4,-3.0,-0.7,-5.2,-1.4,-11.4,0.0%
CC(=O)N1CCC2(CC1)C/C(=N\NC(=S)Nc1ccc(C)cc1)c1cc(O)ccc1O2,0.1,-4.6,0.8,6.8,0.0,-7.2,-0.9,1.0,3.4%
CC(C)[C@H](NC(=O)[C@@H]1CSC2c3ccccc3C(=O)N21)C(=O)NC1CCCC1 (stereo partly drawn),-0.1,2.3,1.9,-6.6,-15.4,6.5,2.6,-13.2,-2.0%
Cc1ccc(C(=O)O)c(C(=O)Nc2nc(C)cs2)c1,0.3,5.6,2.6,2.6,0.9,-13.5,1.0,7.4,-0.5%
CCOC(=O)C(Cc1ccccc1)NC(=O)CCc1c(C)nc2nc(C)nn2c1C (stereo not drawn),0.6&2.1,29.6&26.5,0.2&2.4,9.7&-2.3,-2.7,-24.7&-4.2,2.4&-3.4,3.8,3.1%&3.2%
CC1CCCCC12NC(=O)N(CC(=O)Nc1sccc1C(N)=O)C2=O (stereo not drawn),-0.6,-2.9,2.5,-10.8,-5.7,-2.3,1.6,2.3,0.8%
O=S(=O)(c1ccccc1)c1nc(-c2ccco2)oc1Nc1ccccc1,-0.3,-3.4,0.1,0.3,3.0,8.3,1.0,0.8,1.8%
Cc1cccc(C)c1NC(=O)c1cccc2c1C(=O)N(C1CCCCC1)C2,0.1,-2.7,4.2,-3.1,-5.6,29.2,10.1,5.9,-2.6%
C=C(C)C1CC=C(C)/C(=N/NC(=O)CCC(=O)Nc2ccccc2Cl)C1 (stereo not drawn),-1.2,0.0,3.4,3.6,-4.3,5.2,-1.9,u,0.1%

# Entries above printed as active in D1 antagonist:
canonical_smiles | TRHR enhancer | D1 ag | D2 PAM | D2 antagonist | D1 antagonist | D1 PAM | RXFP1 antagonist
Cc1cc(C)c(S(=O)(=O)NCc2ccc3c(c2)cc(C)n3C)c(C)c1 | 4.8 | -2.4 | 5.2 | -8.9 | -37.0* | -8.3 | -0.1

# (list continues)
SMILES,D2 ag,TRHR enhancer,D1 ag,D2 PAM,D2 antagonist,D1 antagonist,D1 PAM,RXFP1 antagonist,RXFP1 ag
COC(=O)C/C=C/[C@@H](C)[C@@H](/C=N/O[C@H](C)c1cn([C@@H]2COC[C@H]2O)nn1)NS(=O)(=O)c1ccc(C)cc1,0.7,5.5,-0.2,-1.4,-11.8,-4.1,-2.5,x,1.4%
Cc1ccc(C(=O)COc2cc(C)nc3nncn23)cc1,-0.4,-5.0,1.8,-1.5,-8.4,-2.9,-3.4,-3.5,9.0%
C=CCn1c(SCC(=O)Nc2ccc(OC)cc2)nc2c([nH]c3ccccc32)c1=O,1.0,-5.7,0.0,11.4,33.1*,-24.0,-4.8,-0.9,-0.8%
COC(=O)c1sccc1NC(=O)CC1C(=O)NCCN1C(=O)Nc1ccccc1 (stereo not drawn),1.3,-1.2,5.2,0.1,2.2,5.8,-0.2,1.7,3.7%
Cc1nc(SCC(=O)OCc2ccccc2)c2c(=O)n(C)c(=O)n(C)c2n1,-1.6,-5.9,0.5,3.4,8.2,-18.9,0.7,10.4,-0.5%
COC(=O)C1=C(C)N(c2ccc(OC)cc2)C(=O)/C1=C\c1cccs1,-0.2,2.3,0.6,6.3,-5.9,7.7,-0.3,9.9,4.7%
COc1ccc(NS(=O)(=O)c2cccc(C(=O)NNC(=O)CNC(=O)c3ccccc3)c2)cc1,0.5,4.4,1.2,-1.0,10.8,-2.7,-6.2,-3.2,-0.3%
CCOC(=O)N1CCN(S(=O)(=O)c2ccc(Cl)cc2)CC1,-1.2,-11.7,5.2,10.8,-3.9,-8.9,6.7,11.6,1.1%
COc1ccc(OCc2ccc(-c3nc(C#N)c(NCc4cccnc4)o3)o2)cc1,6.3,0.6,7.3,12.9,x,-16.2,-0.6,-14.9,2.1%
O=C1OCCN1CCN(CN1C(=O)CCC1=O)CN1C(=O)CCC1=O,-0.3,10.1,-0.2,-0.2,0.1,4.4,0.8,-15.6,-0.5%
COc1ccc2cc3cc(C(=O)N4CCCC(C)C4)oc3nc2c1 (stereo not drawn),1.0,-7.7,5.0,-0.5,-14.3,4.5,1.6,-7.5,0.9%
Cc1ccc(-n2nc3c([n+]2[O-])CCc2nonc2-3)cc1,-1.7,-0.2,-1.0,4.1,52.9*,2.5,-3.0,-8.5,1.2%
CCOc1ccc(NC(=O)c2nc(SCC)ncc2Cl)cc1,-4.3,5.6,4.4,-9.8,-22.0,-5.1,2.1,8.5,0.6%

# 3 entries already listed, sorted by their value in D1 ag, smallest number first:
molecule,D1 ag
Cc1ccc(-n2nc3c([n+]2[O-])CCc2nonc2-3)cc1,-1.0
Cc1nc(SCC(=O)OCc2ccccc2)c2c(=O)n(C)c(=O)n(C)c2n1,0.5
COC(=O)C1=C(C)N(c2ccc(OC)cc2)C(=O)/C1=C\c1cccs1,0.6

# Source: PubChem BioAssay (National Center for Advancing Translational Sciences (NCATS))
